High-throughput results: PubChem, National Center for Advancing Translational Sciences (NCATS)
TRb SRC2 PPI: qHTS for Inhibitors of the Interaction of Thyroid Hormone Receptor and Steroid Receptor Coregulator 2. Thyroid hormone receptor beta (Homo sapiens), P10828. TRbeta-SRC2 peptide binding, fluorescence polarization; receptor liganded with 1 µM T3. Potency, µM (titrated, usually from 106 µM), for inactives: at the top dose activity change, negative = inhibition, actives largely listed as inhibitors. 280,000 tested, 0.065% active. AID 1469, 2008;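 note: plate controls were bound peptide for no effect and peptide without receptor for full effect; nearly all actives have a fitted effect of over 50% in size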
Target sequence (P10828 whole entry, looked up): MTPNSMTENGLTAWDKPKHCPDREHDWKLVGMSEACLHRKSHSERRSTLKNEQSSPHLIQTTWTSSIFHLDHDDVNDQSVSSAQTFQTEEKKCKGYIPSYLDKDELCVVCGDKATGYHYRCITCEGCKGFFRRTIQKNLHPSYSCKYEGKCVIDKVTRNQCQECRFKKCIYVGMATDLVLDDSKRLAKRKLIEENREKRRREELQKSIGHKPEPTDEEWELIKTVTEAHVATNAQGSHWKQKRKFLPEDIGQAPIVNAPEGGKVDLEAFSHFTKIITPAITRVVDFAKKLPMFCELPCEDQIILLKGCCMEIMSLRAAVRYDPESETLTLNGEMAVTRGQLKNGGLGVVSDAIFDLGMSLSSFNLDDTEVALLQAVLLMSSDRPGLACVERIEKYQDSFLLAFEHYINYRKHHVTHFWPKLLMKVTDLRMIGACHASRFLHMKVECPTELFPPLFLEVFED
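Assay buffer: 20 mM Tris-HCl, 100 mM NaCl, 10% glycerol, 1 mM EDTA, 0.01% NP-40, 1 mM DTT, 1 uM T3, 5% DMSO; TRb LBD 0.6 uM, Texas Red SRC2 20 nM; FP after 5 hr.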
ALDH1A1 inh: qHTS Assay for Inhibitors of Aldehyde Dehydrogenase 1 (ALDH1A1); Purified ALDH1A1, NADH fluorescence, propionaldehyde substrate; Potency, µM (doses to about 75.3 µM), without a hit: at the top dose activity, negative = inhibition, most hits filed as inhibitors; 220,000 tested, 7.3% active; AID 1030, 2008; active = well fitted inhibition curve with a large enough effect, not every such curve was filed as active; inconclusive = small, poorly fitted or top-dose-only effect, or another doubt; inactive = no such curve, though single readings can be large or run the other way;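 note: plate controls were no enzyme wells and a reference inhibitor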
Target sequence (P00352 whole entry, looked up): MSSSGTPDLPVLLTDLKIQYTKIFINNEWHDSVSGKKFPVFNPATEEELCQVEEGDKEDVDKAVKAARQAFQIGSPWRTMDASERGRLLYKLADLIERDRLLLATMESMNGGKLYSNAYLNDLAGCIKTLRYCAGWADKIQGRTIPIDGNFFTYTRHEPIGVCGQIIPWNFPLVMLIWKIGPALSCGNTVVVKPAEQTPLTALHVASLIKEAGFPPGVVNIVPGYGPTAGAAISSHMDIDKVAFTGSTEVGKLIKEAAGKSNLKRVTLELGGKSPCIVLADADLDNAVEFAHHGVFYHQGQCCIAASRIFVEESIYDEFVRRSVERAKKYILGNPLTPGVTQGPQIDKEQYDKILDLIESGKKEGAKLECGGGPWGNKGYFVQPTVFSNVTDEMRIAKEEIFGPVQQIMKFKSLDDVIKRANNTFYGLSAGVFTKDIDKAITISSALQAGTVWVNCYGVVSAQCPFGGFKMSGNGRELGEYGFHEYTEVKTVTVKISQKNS
TR SRC2 fluor cs: Total Fluorescence Counterscreen for Inhibitors of the Interaction of Thyroid Hormone Receptor and Steroid Receptor Coregulator 2; TRb/SRC2 Texas Red total fluorescence interference; Potency, µM (doses to about 106 µM), without a hit: at the top dose fluorescence change, negative = quenching; 280,000 tested, 0.29% active; active = well fitted curve in either direction with a large enough effect; inconclusive = small, poorly fitted or top-dose-only effect
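Flags fluorescent or light-absorbing compounds by total fluorescence, S + 2P, at 555 nm excitation and 632 nm emission. Mixture: 20 nM Texas Red SRC2 peptide, 0.6 uM human TRb LBD, 1 uM T3, 5% DMSO; compound exposure 5 h at ambient temperature.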
Tau fibril ThT: qHTS for Inhibitors of Tau Fibril Formation, Thioflavin T Binding; Microtubule-associated protein tau (Homo sapiens), P10636; recombinant tau K18 P301L, heparin-induced fibrillization, ThT fluorescence; Potency, µM (series often up to 57.4 µM), inactives show at the top dose activity, negative = inhibition, most hits filed as inhibitors; 270,000 tested, 2.1% active; note: nearly all actives have a fitted effect of over 55% in size
Target sequence (P10636 561-689 P618L limits assumed): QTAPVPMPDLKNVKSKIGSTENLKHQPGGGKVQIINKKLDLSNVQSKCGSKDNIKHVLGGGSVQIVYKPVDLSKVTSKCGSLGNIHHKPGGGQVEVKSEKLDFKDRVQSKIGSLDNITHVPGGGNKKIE
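ThT emission at 510 nm, taken 1 hr after adding 30 uM dye, quantifies aggregates formed when 20 uM heparin acts on human tau K18 P301L for 6 hr at 37 C.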
Tau fluor counter: Counterscreen qHTS for Inhibitors of Tau Fibril Formation, Fluorescence Polarization. 280,000 tested, 0.93% active. tau K18 P301L (four-repeat tau fragment) Alexa594 fluorescence, heparin fibrillization. AID 1463, 2008. Potency, µM (top dose mostly 57.7 µM), for inactives: top-dose activity change, negative = decrease; note: nearly all actives have a fitted effect of over 55% in size
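Human K18 P301L tau (15 uM unlabeled plus 0.24 uM Alexa 594-labeled, final) in 100 mM sodium acetate pH 7 was mixed with compound and 20 uM heparin and incubated 6 hr at 37 C.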
L3MBTL1 block: qHTS Assay for the Inhibitors of L3MBTL1 | Lethal(3)malignant brain tumor-like protein 1 (Homo sapiens), Q9Y468 | AlphaScreen L3MBTL1–H3K9me1 peptide binding | Potency, µM (highest dose often 57.1 µM), for the others: top-dose activity, negative = inhibition, usual class: inhibitors | 230,000 tested, 0.66% active; note: nearly all actives have a fitted effect of over 60% in size
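L3MBTL1 50 nM + b-AHA-H3(1-15)K9me1 75 nM, 30 min RT; compound added, 30 min RT; streptavidin donor/Ni-chelate acceptor beads 10 ug/mL each final, 30 min RT dark; AlphaScreen read.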
aGal spleen mod: qHTS Assay for Inhibitors and Activators of Human alpha-Galactosidase From Spleen Homogenate | Alpha-galactosidase A (Homo sapiens), P06280 | human spleen homogenate, 4MU-alpha-Gal fluorescence, 40 min | Potency, µM (doses to about 80 µM), for the others: at the top dose activity change, negative = inhibition, usual class: inhibitors | 240,000 tested, 0.008% active | AID 2107, 2009;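 note: 0% = enzyme with vehicle and -100% = no enzyme basal signal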
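Inhibition or activation of alpha-galactosidase in human spleen homogenate is scored by 4-MU fluorescence after 40 min at 37C, pH 5.0, with 1 mM substrate. AC50s come from concentration-response fitted to the Hill equation.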
Tau fibril FP: qHTS for Inhibitors of Tau Fibril Formation, Fluorescence Polarization; Potency, µM (top dose mostly 57.7 µM), for inactives: at the highest dose activity, negative = inhibition, actives largely listed as inhibitors; K18 P301L tau heparin fibrillization, Alexa594 FP, 6 h; Microtubule-associated protein tau (Homo sapiens), P10636; 280,000 tested, 0.39% active; note: nearly all actives have a fitted effect of over 55% in size
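Compound effects on tau fibrillization are measured by Alexa 594 fluorescence polarization (ex 555, em 632 nm). K18 P301L tau is used at 15 uM with 0.24 uM labeled tracer, and 20 uM heparin induces aggregation over 6 hr at 37 C.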
Active calls of the source: *; [ ] = another dose, or the depositor's remark. Unless noted, calls come from the whole dose curve; as a rule, active = well fitted curve in the direction sought with a large enough effect; inconclusive = small, poorly fitted or top-dose-only effect, or another doubt; inactive = no such curve, though single readings can be large; an effect the other way counts as inactive or inconclusive. Unless noted, % is set by controls: 0 for no effect and ±100 for the full control effect; potency is the fitted concentration of half-maximal effect. Compounds as they come. Share with any hit: about 8.5%.

The opening 2 compounds, ahead of the listing:
Screening CCCN1CNC(=S)N(c2cccc(C)c2C)C1 returned TRb SRC2 PPI -4%, ALDH1A1 inh 7%, TR SRC2 fluor cs -4%, Tau fibril ThT 1%, Tau fluor counter 5%, L3MBTL1 block 7%, aGal spleen mod -2% and Tau fibril FP 8%.
Screening CN(C[C@H](Cc1ccccc1)N(CCN(CCc1ccccc1)N=O)N=O)N=O returned TRb SRC2 PPI 2%, ALDH1A1 inh -11%, TR SRC2 fluor cs 1%, Tau fibril ThT 1%, Tau fluor counter -10%, L3MBTL1 block -2%, aGal spleen mod 10% and Tau fibril FP 5%.

The listing, from the first entry:
Screening CCCN1CNC(=S)N(c2cccc(C)c2C)C1 returned TRb SRC2 PPI -4%, ALDH1A1 inh 7%, TR SRC2 fluor cs -4%, Tau fibril ThT 1%, Tau fluor counter 5%, L3MBTL1 block 7%, aGal spleen mod -2% and Tau fibril FP 8%.
Screening CN(C[C@H](Cc1ccccc1)N(CCN(CCc1ccccc1)N=O)N=O)N=O returned TRb SRC2 PPI 2%, ALDH1A1 inh -11%, TR SRC2 fluor cs 1%, Tau fibril ThT 1%, Tau fluor counter -10%, L3MBTL1 block -2%, aGal spleen mod 10% and Tau fibril FP 5%.
Screening COc1ccc(C(=O)Nc2c(N)nc(SCC(=O)N3CCC(C)CC3)[nH]c2=O)cc1OC returned TRb SRC2 PPI -2%, ALDH1A1 inh -5%, TR SRC2 fluor cs -3%, Tau fibril ThT -4%, Tau fluor counter -3%, L3MBTL1 block -5%, aGal spleen mod -5% and Tau fibril FP 0%.
Screening CC(=O)Nc1ccc(Nc2c([N+](=O)[O-])c(=O)n(-c3ccccc3)c3ccccc23)cc1 returned TRb SRC2 PPI -2%, ALDH1A1 inh 10µM*, TR SRC2 fluor cs -1%, Tau fibril ThT -7%, Tau fluor counter -12%, L3MBTL1 block 5%, aGal spleen mod -4% and Tau fibril FP -10%.
`C#CCOC(=O)c1ccccc1C(=O)n1nnc2ccccc21` gave TRb SRC2 PPI -10%, ALDH1A1 inh 8%, TR SRC2 fluor cs 1%, Tau fibril ThT inconclusive, Tau fluor counter -12%, L3MBTL1 block 4%, aGal spleen mod -5% and Tau fibril FP -5%.
For COc1ccc(OC)c(-n2c(=S)[nH]c3c(sc(=S)n3-c3ccccc3)c2=O)c1 the results were TRb SRC2 PPI 5%, ALDH1A1 inh -2%, TR SRC2 fluor cs -4%, Tau fibril ThT inconclusive, Tau fluor counter -15%, aGal spleen mod -13% and Tau fibril FP -13%.
For Cc1c(C#N)c(=O)oc2ccc3ccccc3c12 the results were TRb SRC2 PPI -4%, ALDH1A1 inh inconclusive, TR SRC2 fluor cs -6%, Tau fibril ThT -5%, Tau fluor counter -6%, L3MBTL1 block -1%, aGal spleen mod 6% and Tau fibril FP inconclusive.
Screening Cc1ccccc1NC(=O)C1CC(=O)N(c2ccccc2F)C1 (stereo unspecified) returned TRb SRC2 PPI -6%, ALDH1A1 inh -10%, TR SRC2 fluor cs -2%, Tau fibril ThT -6%, Tau fluor counter 1%, L3MBTL1 block 6%, aGal spleen mod 7% and Tau fibril FP 6%.
For Cc1ccc(OCC(=O)NCC2(N3CCOCC3)CCCCC2)cc1C the results were TRb SRC2 PPI -11%, TR SRC2 fluor cs 13µM*[quencher], Tau fibril ThT -12%, Tau fluor counter -16% and Tau fibril FP -4%.
`O=C(c1ccco1)n1nc(-c2ccc(Cl)cc2)nc1NCc1ccccc1` gave TRb SRC2 PPI 4%, TR SRC2 fluor cs 3%, Tau fibril ThT -1%, Tau fluor counter -26% and Tau fibril FP -17%.
Screening COc1ccc(CCN(C)Cc2ccc(OC)c(OCc3ccccc3)c2)cc1OC returned TRb SRC2 PPI 3%, ALDH1A1 inh -6%, TR SRC2 fluor cs 1%, Tau fibril ThT -8%, Tau fluor counter -9%, L3MBTL1 block -4%, aGal spleen mod 13% and Tau fibril FP -4%.
For COc1ccc(NC(=O)CN2CCN(c3ccc(Cl)cc3)CC2)c(OC)c1 the results were TRb SRC2 PPI 3%, ALDH1A1 inh 1%, TR SRC2 fluor cs -2%, Tau fibril ThT inconclusive, Tau fluor counter -20%, L3MBTL1 block -3%, aGal spleen mod 1% and Tau fibril FP -2%.
`Cc1c(Cl)cccc1NC(=O)C(C)n1nnc2sc3c(c2c1=O)CCCC3` (stereo unspecified) gave TRb SRC2 PPI -6%, TR SRC2 fluor cs -1%, Tau fibril ThT -2%, Tau fluor counter -6% and Tau fibril FP -1%.
Screening COc1ccc(NC(=O)c2c(NCc3ccc(C)o3)sc3c2CCC(C)C3)cc1 (stereo unspecified) returned TRb SRC2 PPI -8%, TR SRC2 fluor cs -1%, Tau fibril ThT 25µM*, Tau fluor counter inconclusive and Tau fibril FP inconclusive.
Cc1[nH]n2c(=O)cc(C(C)(C)C)nc2c1-c1ccccc1 was read as TRb SRC2 PPI 4%, ALDH1A1 inh inconclusive, TR SRC2 fluor cs -1%, Tau fibril ThT -17%, Tau fluor counter -12%, L3MBTL1 block 3%, aGal spleen mod 14% and Tau fibril FP -4%.
For CC(=O)c1cn(CC(=O)NCc2ccc3c(c2)OCO3)c2ccccc12 the results were TRb SRC2 PPI -18%, ALDH1A1 inh 0%, TR SRC2 fluor cs -1%, Tau fibril ThT 1%, Tau fluor counter -2%, L3MBTL1 block -5%, aGal spleen mod -11% and Tau fibril FP 3%.
`COC(=O)c1ccc(OC)c(CN2CCCN(Cc3ccc(C)cc3)S2(=O)=O)c1` gave TRb SRC2 PPI -2%, TR SRC2 fluor cs -2%, Tau fibril ThT -7%, Tau fluor counter -26% and Tau fibril FP -7%.
`NC(=O)NC(=O)COC(=O)c1ccc2c(c1)C(=O)N(Cc1ccccc1)C2=O` gave TRb SRC2 PPI 0%, ALDH1A1 inh 13%, TR SRC2 fluor cs -6%, Tau fibril ThT -1%, Tau fluor counter -9%, L3MBTL1 block 7%, aGal spleen mod -26% and Tau fibril FP -5%.
`CN(C)c1ccc(C=NCCc2ccc(S(N)(=O)=O)cc2)cc1` gave TRb SRC2 PPI -3%, ALDH1A1 inh 0.71µM*, TR SRC2 fluor cs -1%, Tau fibril ThT -2%, Tau fluor counter -3%, aGal spleen mod -8% and Tau fibril FP -3%.
Screening Cc1ccc2nc(-c3ccc(C)c(NC(=O)Cc4ccccc4)c3)oc2c1 returned TRb SRC2 PPI -3%, TR SRC2 fluor cs 1%, Tau fibril ThT -4%, Tau fluor counter -10% and Tau fibril FP -9%.
CC(/C=C/C=C/c1ccccc1)=N/NC(=O)CNc1ccc(C)cc1 was read as TRb SRC2 PPI 0%, ALDH1A1 inh -1%, TR SRC2 fluor cs -5%, Tau fibril ThT inconclusive, Tau fluor counter -14%, L3MBTL1 block -8%, aGal spleen mod 5% and Tau fibril FP 1%.
COC(=O)c1ccc(Cl)c(NC(=O)NC2CCCCC2)c1 was read as TRb SRC2 PPI 9%, ALDH1A1 inh 2%, TR SRC2 fluor cs 2%, Tau fibril ThT 8%, Tau fluor counter -5%, aGal spleen mod -5% and Tau fibril FP -12%.
Screening Cc1ccc(Cl)cc1NC(=O)CCCn1c(=O)c2cccn2c2cccnc21 returned TRb SRC2 PPI 3%, TR SRC2 fluor cs 0%, Tau fibril ThT -15%, Tau fluor counter -6% and Tau fibril FP 3%.
For Cc1ccc2nsnc2c1NC(=S)NC(=O)c1ccco1 the results were TRb SRC2 PPI 1%, ALDH1A1 inh inconclusive, TR SRC2 fluor cs 1%, Tau fibril ThT -9%, Tau fluor counter -5%, L3MBTL1 block -1%, aGal spleen mod -1% and Tau fibril FP 4%.
For COc1ccccc1NC(=O)c1ccc2c(Cl)c3c(nc2c1)CCCC3 the results were TRb SRC2 PPI 4%, TR SRC2 fluor cs 2%, Tau fibril ThT -18%, Tau fluor counter -13% and Tau fibril FP -2%.
For CCc1ccc(OCC(=O)N/N=C\c2ccco2)c([N+](=O)[O-])c1 the results were TRb SRC2 PPI -2%, ALDH1A1 inh -11%, TR SRC2 fluor cs -1%, Tau fibril ThT -12%, Tau fluor counter -7%, L3MBTL1 block 35µM*, aGal spleen mod 6% and Tau fibril FP 4%.
`Cc1cc(NC(=O)CCC(=O)N(Cc2cccs2)C(C(=O)NC2CCCC2)c2ccncc2)no1` (stereo unspecified) gave TRb SRC2 PPI -5%, ALDH1A1 inh -8%, TR SRC2 fluor cs -5%, Tau fibril ThT 0%, Tau fluor counter 1%, L3MBTL1 block 2%, aGal spleen mod 12% and Tau fibril FP 2%.
`Cc1cc(C)nc(SCc2cn3c(C)cccc3n2)n1` gave TRb SRC2 PPI -8%, TR SRC2 fluor cs 1%, Tau fibril ThT -4%, Tau fluor counter 1%, L3MBTL1 block 6%, aGal spleen mod -4% and Tau fibril FP 1%.
O=C(O)c1cccc(NC(=O)C2CCCO2)c1 (stereo unspecified) was read as TRb SRC2 PPI -15%, ALDH1A1 inh 14%, TR SRC2 fluor cs 1%, Tau fibril ThT 3%, Tau fluor counter 2%, aGal spleen mod -5% and Tau fibril FP 5%.
For c1ccc(Nc2nnc(SCc3cccc4ccccc34)s2)cc1 the results were TRb SRC2 PPI 5%, ALDH1A1 inh 5%, TR SRC2 fluor cs 0%, Tau fibril ThT -10%, Tau fluor counter 16µM*[quencher], aGal spleen mod 0% and Tau fibril FP -10%.
For O=C(O)CC(NC(=O)OCc1ccccc1)c1ccc(Br)cc1 (stereo unspecified) the results were TRb SRC2 PPI -7%, ALDH1A1 inh 4%, TR SRC2 fluor cs 0%, Tau fibril ThT -16%, Tau fluor counter -7%, aGal spleen mod -5% and Tau fibril FP -2%.
`COc1cccc(-c2nn(C)c3sc(C(=O)NCc4ccc(OC)cc4OC)cc23)c1` gave TRb SRC2 PPI -4%, TR SRC2 fluor cs 0%, Tau fibril ThT -1%, Tau fluor counter inconclusive and Tau fibril FP -12%.
